SW480 rereplic – inducers of DNA re-replication in SW480 colon cancer cells. SW480 DNA re-replication, Hoechst DNA content imaging, 48 h. Potency, µM (highest dose often 46.1 µM), without a hit: at the highest dose re-replication activation, most hits filed as activators. hit rate 1.8% among 340,000; further: potency means the concentration at half of the fitted maximal effect; % of control where 0% means no effect; nearly all actives have a fitted effect of over 55% in size
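250 cells/well; 23 nL cpd via pin tool; 48 hr, 37 C, 5% CO2; Hoechst 40 min; imager read of total nuclear intensity, ex 405/em 500-530 nm.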
HT1080 IDH1KD tx – kills HT-1080 cells with IDH1 knockdown; HT-1080 IDH1 knockdown viability, ATP luminescence, 48 h; hit rate 2% among 360,000; Potency, µM (titrated, usually from 46.1 µM), for the others: top-dose activity, negative = toxicity, most hits filed as cytotoxic;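 further: potency means the concentration at half of the fitted maximal effect; 0% = DMSO wells and -100% = cell-free medium wells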
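IDH1KD HT-1080 cells, 750/well, RPMI + 5% FBS; compound pinned after 2 h settling; 48 h, 37 °C; CellTiter-Glo luminescence; % activity normalised to DMSO and no-cell wells; curves fitted, classed by r2 and efficacy.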
ATXN2 expr inh – inhibitors of ATXN2 expression; hit rate 0.72% among 360,000; HEK-293 ATXN2-luciferase reporter, luminescence, 24 h; Potency, µM (series often up to 57 µM), for the others: at the top dose activity change, negative = inhibition, actives largely listed as inhibitors; further: potency means the concentration at half of the fitted maximal effect; on the % scale 0 is the no-effect control and ±100 the full control effect; nearly all actives have a fitted effect of over 55% in size
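qHTS (up to 57 uM final) was run with 24 h compound exposure of reporter cells at 37 °C. Each well was multiplexed: SteadyGlo luminescence measured ATXN2-luciferase expression after a fluorogenic Gly-Phe-AFC viability readout (25 uM final).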
KB-3-1 tox – kills parental KB-3-1 adenocarcinoma cells; Potency, µM (titrated, usually from 46.1 µM), for inactives: at the highest dose activity change, negative = cytotoxic, hits mostly cytotoxic; KB-3-1 viability, CellTiter-Glo ATP luminescence, 72 h; hit rate 1.4% among 400,000; further: potency means the concentration at half of the fitted maximal effect; on the % scale 0 is the no-effect control and ±100 the full control effect; nearly all actives have a fitted effect of over 60% in size
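Here the drug-naive KB-3-1 line serves as comparator for MDR sub-line selectivity; cells received compound titrations, 72 h at 37 °C, then CellTiter-Glo readout.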
KB-V1 MDR tox – kills drug-selected multidrug resistant KB-V1 cells. Potency, µM (titrated, usually from 46.1 µM), for inactives: at the highest dose activity change, negative = cytotoxicity, actives largely listed as cytotoxic. hit rate 3.4% among 400,000. KB-V1 MDR cells viability, CellTiter-Glo, 72 h. AID 1347076; further: potency means the concentration at half of the fitted maximal effect; on the % scale 0 is the no-effect control and ±100 the full control effect; nearly all actives have a fitted effect of over 60% in size
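Cells of the MDR subline KB-V1 are plated, dosed with compound at multiple concentrations, and incubated 72 h at 37 degrees C; CellTiter-Glo is then added and luminescence read after 10 min.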
ATXN viability – viability counter-screen for ATXN expression inhibitors; S2 cells (HEK-293 line with an ATXN2-luciferase reporter) viability, CellTiter-Fluor protease fluorescence, 24 h; Potency, µM (highest dose often 56.7 µM), most hits filed as cytotoxic; hit rate 0.49% among 400,000; AID 651635; further: potency means the concentration at half of the fitted maximal effect; nearly all actives have a fitted effect of over 40% in size
MCF10A rerep – DNA re-replication induction in MCF 10a cells; MCF 10A DNA re-replication, Hoechst nuclear intensity, 48 h; Potency, µM (top dose mostly 46.1 µM), for the others: at the highest dose activity, positive = re-replication, hits mostly activators; hit rate 2.9% among 350,000; further: potency means the concentration at half of the fitted maximal effect; % of control where 0% means no effect; nearly all actives have a fitted effect of over 50% in size
IL-1B inflam inh – inflammasome signaling inhibition, IL-1 beta readout | THP-1 LPS/ATP IL-1B secretion, AlphaLISA, 16 h; stronger effect = lower value | hit rate 4.7% among 360,000 | AID 743279 | activity change, % at 57.5 µM; in the data active means activity change below about -50%; inconclusive means mostly about -30% to -49%; further: on the % scale 0 is the no-effect control and ±100 the full control effect
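THP-1 cells pretreated 1 hr with compounds (up to 57.5 uM final), then stimulated with LPS (250 ng/mL final) plus ATP (1.25 mM final); secreted IL-1B measured by AlphaLISA after 16 hr, decreased signal indicating inhibition.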
HT1080NT lethal – kills 2HG-producing HT-1080-NT fibrosarcoma cells; HT-1080-NT fibrosarcoma viability, CellTiter-Glo ATP luminescence, 48 h; Potency, µM (titrated, usually from 46.1 µM), inactives show at the top dose activity, negative = less viability, most hits filed as cytotoxic; hit rate 1.6% among 360,000;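 further: NT is the 2HG producing partner of a matched IDH1 knockdown line; potency means the concentration at half of the fitted maximal effect; 0% = DMSO-treated cells and -100% = media-only wells without cells; nearly all actives have a fitted effect of over 55% in size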
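Compounds were tested in concentration-response format on HT-1080-NT cells for 48 hours at 37 degrees C. Cell viability came from CellTiter-Glo luminescence; curves were classified by r2, response magnitude and activity.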
Numbers without * were called inactive; i = inactive; ? = inconclusive; . = no result given; & = joins results of further samples; [ ] = dose if it differs, or a comment. Unless noted, the call rests on the fitted dose curve; in most records, active means well fitted curve in the direction sought with a large enough effect; inconclusive means small, poorly fitted or top-dose-only effect, or another doubt; inactive means no such curve, though single readings can be large; an effect the other way counts as inactive or inconclusive.

SMILES,SW480 rereplic,HT1080 IDH1KD tx,ATXN2 expr inh,KB-3-1 tox,KB-V1 MDR tox,ATXN viability,MCF10A rerep,IL-1B inflam inh,HT1080NT lethal
O=C(NCCCc1ccccc1)c1cccc(Br)c1,-8%,14%,.,2%,-17%,i,-1%,?,14%
O=C(NC(=S)Nc1ccc2ncccc2c1)c1ccccc1,-6%,-13%,40%[activator],?,-28%,i,10%,-8,0%
Cc1n[nH]c(=O)c2c(NC(=O)CSc3ccccc3F)oc(C)c12,-25%,-2%,1%,-1%,2%,i,5%,-1,-2%
CCOc1ccc(CNC(=O)C2CCCN(S(=O)(=O)c3ccc4c(c3)CCCC(=O)N4)C2)cc1 (stereo unspecified),.,.,-15%,?,-4%,i,.,.,.
Cc1cccc(OCC(=O)Nc2ccc(C(=O)Nc3ccccc3C(=O)O)cc2)c1C,-11%,1%,-3%,-18%,19%,i,11%,28,0%
Cc1cc(N/N=C/c2ccc(N(C)C)cc2)c2ccccc2n1,?,-5%,.,2%,-2%,i,?,-15,2%
CCc1ccc(OCC(=O)O/N=C(\N)c2ccncc2)c(Br)c1,-3%,0%,81%[activator],.,.,i,-5%,-6,0%
O=C(COc1ccccc1)Nc1sc2c(c1C(=O)Nc1ccccc1Cl)CCCCC2,.,.,6%,0%,26%,i,.,.,.
Cc1ccc(S(=O)(=O)NN=C2CC(C)(C)CC(=O)C2(C)C)cc1,.,0%,.,18%,?,?,.,1,7%
COC(=O)c1ccccc1NC(=O)CSc1nccn1C,1%,10%,-2%,0%,-3%,i,-3%,1,14%
CCc1nc2ccc(C(=O)NCc3ccccc3)cc2nc1CC,-38%[inhibitor],8%,.,1%,-29%,i,1%,-14,1%
CSCC[C@@H](C(=O)O)N1Cc2ccccc2C1=O,1%,12%,17%,-3%,-2%,i,1%,-2,-11%
O=C(O)CCCCCN1C(=O)C(O)=C(C(=O)/C=C/c2ccccc2)C1c1cccc([N+](=O)[O-])c1 (stereo unspecified),-21%,5%,9%,5%,8%,i,1%,-10,3%
O=C(/C=C/c1ccccc1)N1CCC[C@H]1CO,-5%,10%,2%,0%,0%,i,?,5,2%
CN=C(Nc1ccc(C(=O)OC)cc1)SC1CC(=O)N(c2ccccc2F)C1=O (stereo unspecified),12%,2%,-1%,-3%,3%,?,9%,-4,2%
CCOc1ccc(CCN2C(=O)C(=O)N([C@@H](Cc3ccc(O)cc3)CN3CCC[C@H]3CN3C(=O)C(=O)NC[C@@H]3Cc3ccc(O)cc3)C[C@@H]2Cc2ccccc2)cc1,.,-4%,0%,0%,-6%,i,.,0,-5%
CCN1CCN(Cc2c(O)ccc3oc(C)c(C(=O)Nc4cccc(C(F)(F)F)c4)c23)CC1,.,.,?,-21%,-18%,?,.,.,.
Cc1ccc(S(=O)(=O)N2CCN(C(=O)C3CCCO3)CC2)cc1 (stereo unspecified),3%,-1%,-2%,-9%,11%,i,0%,12,0%
Cc1csc(N2CCCC2c2nc3cc(Cl)c(N4CCCCC4)cc3n2CCOCCO)n1 (stereo unspecified),1%,4%,-12%,0%,0%,?,-2%,?,2%
O=C(COC(=O)c1ccc([N+](=O)[O-])s1)NC(c1ccccc1)c1ccccc1,2%,2%,0%,-4%,10%,i,16%,19,0%
Cc1ccc(OCc2cn3cccnc3n2)cc1,-12%,5%,44%[activator],-7%,?,i,2%,0,-2%
O=C1NC(=S)S/C1=C/c1ccc(Oc2cnccn2)cc1,9%,4%,-21%[11.3 µM],-5%,-3%,?,-19%,11,11%
COc1cccc(NC(=O)C(OC(=O)c2ccc([N+](=O)[O-])o2)c2ccccc2)c1 (stereo unspecified),-1%,-1%,1%,14%,?,i,1%,12,3%
Cc1cccc2cc(COC(=O)c3cccc([N+](=O)[O-])c3)c(=O)[nH]c12,-3%,0%,3%,3%,?,i,11%,41,-1%
Cc1ccc(S(=O)(=O)Nc2ccccc2C(=O)N2CCOCC2)cc1,-3%,-4%,-8%,?,8%,i,2%,-14,-1%
COC(=O)c1cc(N=Nc2c(C)[nH]c3ccccc23)cc(C(=O)OC)c1,-29%,3%,-16%,?,?,i,-2%,0,11%
O=C(CSCc1ccccc1Cl)Nc1ccc(C(=O)O)cc1,-3%,6%,-15%,-2%,5%,i,0%,15,0%
Cc1ccc(NC(=O)CSc2nnc(C3CCCCC3)n2N)cc1F,-2%,5%,-3%,8%,-8%,i,8%,-18,-1%
COc1ccc2sc(C)cc(=O)c2c1,.,13%,.,7%,1%,i,.,-27,1%
COc1ccc(N(Cc2cc3cc(OC)ccc3[nH]c2=O)C(=O)c2cccc(Cl)c2)cc1,.,.,-4%,1%,?,i,.,.,.
CC(=O)c1cc(F)ccc1OCC(=O)N1CCN(c2ccc(F)cc2)CC1,-14%,1%,.,-5%,?,i,-11%,-13,6%
Cc1cccc(N(CC(=O)NC2CCCC2)C(=O)CNC(=O)c2ccco2)c1C,-7%,9%,3%,-1%,11%,i,-14%,0,11%
COc1ccc(/C=c2/sc3n(c2=O)NC2(c4ccccc4)N(C)C(=O)N(C)C2(c2ccccc2)N=3)cc1 (stereo unspecified),-2%,11%,7%,0%,4%,i,5%,6,16%
COC(=O)c1cc(NC(=O)c2nccnc2C(=O)O)cc(C(=O)OC)c1,1%,-6%,-4%,?,5%,i,-5%,22,3%
Cc1ccc(S(=O)(=O)Nc2cccc(-c3cn4ccsc4n3)c2)cc1,?,?,-5%,?,23µM*,i,13µM*,9,?
CC(=O)Nc1cccc(NC(=O)CSc2nccn2Cc2ccc(F)cc2)c1,-8%,-13%,-14%,-14%,3%,i,-1%,13,-18%
CC1(C(=O)NCc2cccc3ccccc23)CCN1C(=O)C1(c2ccccc2)CC1 (stereo unspecified),.,16%,-9%,0%,-4%,i,.,-3,20%
c1ccc(CN2CCN(c3nc(-c4ccccn4)nc4ccccc34)CC2)cc1,-16%,-17%,8%,1%,21%,i,-1%,10,0%
CCOC(=O)[C@H]1[C@H]2COc3ccc(Cl)cc3[C@@H]2N2C(=O)CNC(=O)[C@@]12C,-3%,-3%,1%,30%,?,i,?,11,0%
CCCCN(C)C(=O)Cn1ncc2c3ccccc3n(CCC)c2c1=O,0%,-2%,-7%,0%,-18%,i,-2%,-18,-1%
O=C(Nc1ccccc1N1CCCC1)C1CCN(C(=O)c2ccc(F)cc2)CC1,0%,1%,4%,-2%,?,i,2%,-5,2%
Cn1nnc2cc(NC(=O)N3CC4(C)CC3CC(C)(C)C4)ccc21 (stereo unspecified),-6%,2%,1%,5%,1%,i,16%,24,4%
COC(=O)CSc1nc2ccc(NC(=O)CSc3nnnn3Cc3ccccc3)cc2s1,-7%,2%,-38%,?,8%,?,25%,0,1%
CN(CCc1ccccc1)C(=O)c1cc(COc2ccc(F)cc2Cl)on1,7%,-11%,14%,-6%,11%,i,1%,-25,8%
COc1ccc(C2CC(=O)C=C3c4ccc(OC)cc4CCC32)cc1 (stereo unspecified),.,12%,.,?,-26%,i,.,20,11%
CN1CCN(CC(=O)N2c3ccc(S(=O)(=O)NCCNC(=O)OC(C)(C)C)cc3C(=O)Nc3cccnc32)CC1,?,.,2%,20%,6%,i,18%,.,.
Cc1cccc(NC(=O)c2ccc(NC(=O)CC3SC(N4CCCC4)=NC3=O)cc2)n1 (stereo unspecified),15%,10%,11%,2%,-14%,i,0%,-9,8%
Cc1c(Cl)cccc1NC(=O)CCS(=O)(=O)c1cccc2nsnc12,.,.,-20%,-17%,-21%,i,.,.,.
O=S(=O)(c1ccc(F)cc1)n1ccc(-c2cnc(-c3ccccc3)s2)n1,3%,0%,19%,-2%,-19%,i,11%,-17,-15%
COc1cccc(N2CCN(C(=O)c3cc4c(=O)n(Cc5ccccc5)ccc4nc3C)CC2)c1,7%,?,-31%&-27%,-13%&-20%,0%&-7%,?,14%,54,?

Next compounds follow.
SMILES,SW480 rereplic,HT1080 IDH1KD tx,ATXN2 expr inh,KB-3-1 tox,KB-V1 MDR tox,ATXN viability,MCF10A rerep,IL-1B inflam inh,HT1080NT lethal
CCCC(=O)Nc1c2c(nn1-c1ccc(C)cc1C)CSC2,-1%,?,5%,1%,-9%,i,27%,10,0%
O=S(=O)(Nc1ccccc1N1CCOCC1)c1ccc(Cl)s1,-8%,-5%,-1%,0%,-26%,i,7%,40,-8%
COc1ccc(CC(=O)NCC2CCCN(Cc3ccc(F)c(OC)c3)C2)cc1 (stereo unspecified),-28%,-3%,-1%,-2%,8%,i,?,0,-11%
COc1ccccc1NC(C#N)c1ccccc1OCc1ccccc1 (stereo unspecified),?,0%,16%,-7%,-24%,i,-34%[inhibitor],12,-8%
CC(C)c1nc(SCC(=O)c2ccc(F)cc2)c2ccccc2n1,?,-5%,-10%,0%,-15%,?,3.3µM*,-57*,1%
Cc1cnc(C(=O)OCC(=O)N2CCN(S(=O)(=O)c3ccc(Cl)cc3)CC2)cn1,?,14%,-6%,-2%,13%,i,-1%,15,-1%
CCOC(=O)c1c(C)[nH]c(C(=O)OCC(=O)NC(C)(C)C)c1C,-3%,-22%,-11%,-5%,?,i,?,-10,-5%
Cc1noc(C)c1C(=O)OCC(=O)Nc1ccc(C(N)=O)cc1,-4%,24%,-4%,?,0%,i,0%,-6,23%
CCCCCCn1c(=O)n2n(c1=O)[C@@H]1CN(S(=O)(=O)c3ccc(C)cc3)C[C@]1(O)[C@@H](OC(=O)NCc1ccccc1F)C2,.,?,?,-21%,?,.,.,-1,?

Bioassay records from PubChem.
